Assay outcomes from PubChem BioAssay.
Cardio protect = protects H9c2 cardiomyocytes from peroxide injury; H2O2 injury protection, ATPLite, 2 h; protection from H2O2 cell death, % at 20 µM; 360,000 tested, 0.63% active; AID 588492;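 active = compounds giving at least 50% protection of heart cells from peroxide-induced death in the single-dose screen, raw or plate-pattern-corrected value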;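 also: 0% = DMSO wells with peroxide and 100% = DMSO wells without peroxide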
CaV13 FRET inh = Disruptors of the CACNA1D IQ motif to Ca2+-dependent inactivation inhibitor domain association, primary screening, Förster resonance energy transfer in intact living …. HEK cells, CFP/YFP FRET ICDI-IQ, plate reader, 10 min; percent FRET-ratio fall versus neutral wells. inhibition, % at 12.3 µM. 340,000 tested, 0.098% active. AID 743397;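 active = mean replicate inhibition of at least 30% and at least 1% of replicates passing that level; inconclusive = only one of the two criteria is met; inactive = neither criterion is met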;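 also: 0% = median of the neutral control wells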
ABHD5 PLIN5 PPI = inhibitors of human ABHD5-perilipin-5 interaction. Split G. princeps luciferase complementation, luminescence, 4 h. inhibition, % at 4 µM. 360,000 tested, 0.78% active. AID 602281;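 active = inhibition above the mean inhibition across every tested compound plus 3 SD, cut at about 22% in these data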;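 also: 0% = DMSO only wells and the 100% control is not disclosed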
MC4R antagonist = blocks human MC4R cAMP signaling | MC4R-expressing cells, MTII-stimulated cAMP, LANCE TR-FRET | inhibition, % at 6.5 µM | AID 540295 | 360,000 tested, 0.48% active;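 active = inhibition above its plate's cutoff, the mean of tested wells on that plate plus 3 SD, cut at about 29% in these data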;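 also: 0% = Melanotan II alone and 100% = Melanotan II plus saturating MCL0020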
Target sequence (P32245 whole entry, looked up): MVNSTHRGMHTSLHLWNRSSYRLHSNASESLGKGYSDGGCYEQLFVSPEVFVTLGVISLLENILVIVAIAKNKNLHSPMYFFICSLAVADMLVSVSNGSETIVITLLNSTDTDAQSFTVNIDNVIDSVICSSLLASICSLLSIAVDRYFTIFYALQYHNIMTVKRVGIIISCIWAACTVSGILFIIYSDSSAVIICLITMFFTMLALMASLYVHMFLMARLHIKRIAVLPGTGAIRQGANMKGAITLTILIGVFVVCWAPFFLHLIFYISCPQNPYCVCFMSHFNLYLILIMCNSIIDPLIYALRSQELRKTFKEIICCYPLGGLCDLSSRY
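System: U2OS cells stably expressing human melanocortin 4 receptor (MC4R). Reagent: Melanotan II challenge after compound preincubation. Doses: 6.5 µM. Times: 30-min compound, 1-h challenge, 1-h detection, room temperature. Measured by: TR-FRET with Eu-cAMP and labeled anti-cAMP, 671 nm. Replicates: singlicate.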
N-glyco inh = blocks N-linked glycosylation in D54 reporter cells. D54 ERlucT glycosylation luciferase reporter, 24 h; percent of 100 nM tunicamycin response. reporter increase, % at 12.5 µM. 360,000 tested, 0.23% active. AID 588692;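 active = mean luciferase reporter signal, scaled so untreated is 0 and the glycosylation-blocking control 100, at or above a set limit in every replicate; inconclusive = mean reaches the limit but not every replicate does; inactive = mean below the limit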;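 also: luciferase carries N-glycosylation sites so blocking glycosylation raises the light; 0% = median of neutral control wells and 100% = median of 100 nM tunicamycin wells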
Granule exo inh = blocks lytic granule exocytosis; TALL-104 LAMP-1 surface exposure, flow cytometry; cells stimulated with thapsigargin and PMA; inhibition, % at 10 µM; 360,000 tested, 0.66% active; AID 651702;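 active = inhibition above about 55%, limit read from the data; inconclusive = no clear call, values can overlap the other calls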
MC4R barr agon = activates human MC4R beta-arrestin recruitment | 360,000 tested, 0.98% active | activation, % at 8.9 µM | U2OS MC4R beta-arrestin complementation, luminescence; percent of melanotan II response, DMSO zero;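 active = activation above a per-plate cutoff, the mean activation of sample wells on that plate plus 3 SD, cut at about 8% in these data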
PDI inh = inhibitors of human protein disulfide isomerase | inhibition, % at 10 µM | P07237 | 350,000 tested, 0.052% active | PDI insulin aggregation turbidity, A650, 90 min;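 active = mean inhibition across replicates of 30% or more, whatever share of single replicates reach that level; inconclusive = mean inhibition below 30% while every single replicate reaches 30%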;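 also: absorbance from insulin aggregation driven by PDI reduction with DTT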
Target sequence (P07237 whole entry, looked up): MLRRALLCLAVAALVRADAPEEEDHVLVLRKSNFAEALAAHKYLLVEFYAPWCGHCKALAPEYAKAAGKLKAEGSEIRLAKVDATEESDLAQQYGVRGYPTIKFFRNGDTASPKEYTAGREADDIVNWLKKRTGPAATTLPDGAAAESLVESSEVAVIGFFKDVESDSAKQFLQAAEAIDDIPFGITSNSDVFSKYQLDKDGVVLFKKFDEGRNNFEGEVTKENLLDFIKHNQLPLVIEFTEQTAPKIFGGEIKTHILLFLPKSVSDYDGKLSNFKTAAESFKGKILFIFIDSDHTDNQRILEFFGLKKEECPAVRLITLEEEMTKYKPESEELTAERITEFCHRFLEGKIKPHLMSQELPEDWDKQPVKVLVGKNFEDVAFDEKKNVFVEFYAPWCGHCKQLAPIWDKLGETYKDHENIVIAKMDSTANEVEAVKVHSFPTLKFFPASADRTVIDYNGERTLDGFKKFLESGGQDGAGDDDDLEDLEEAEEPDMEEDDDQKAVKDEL
m5-HT2A agonist = agonists of mouse serotonin 5-HT2A receptor (HTR2A); P35363; CHO-K1 mHTR2A beta-arrestin complementation, luminescence; percent of 30 µM serotonin response; activation, % at 7.6 µM; 360,000 tested, 0.66% active; AID 624169;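 active = activation above a run cutoff, the mean activation of all tested compounds plus 3 SD, cut at about 14% in these data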;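 also: 0% = plate median of compound wells and 100% = 30 µM serotonin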
ABCB6 inh MLPCN = inhibitors of human ABC transporter ABCB6; AID 602162; fluorescence ratio to DMSO, % at 10 µM; 360,000 tested, 0.19% active; Q9NP58; K562-ABCB6 porphyrin accumulation, flow cytometry, 1 h; active compounds read low;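 active = fluorescence ratio to DMSO below 75%, the collection mean minus 3 SD; inconclusive = too few cells collected in the well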;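 also: signal is porphyrin accumulated inside mitochondria; 100% equals median channel fluorescence of DMSO control wells; lower ratio means ABCB6 inhibition with less porphyrin fluorescence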
Active calls of the source: *; ? = inconclusive; . = no result given; & = joins results of further samples; ! = repeats disagree.

Sample of the layout:
SMILES	Cardio protect	CaV13 FRET inh	ABHD5 PLIN5 PPI	MC4R antagonist	N-glyco inh	Granule exo inh	MC4R barr agon	PDI inh	m5-HT2A agonist	ABCB6 inh MLPCN
CCC1CCCCN1C(=O)CSC1=NN2CCCC(=O)N=C2S1 (centres undefined)	4.4	-15.9	2.9	7.1	-1.2	-2.4	-1.9	-3.0	-4.1	98.0
O=C(CSc1nnc(Cc2ccccc2)n1-c1ccc(Cl)cc1)N1CCOCC1	5.1	.	4.0	8.0	-0.4	-8.6	-0.6	-6.4	-2.1	108.0

Results, from the start:
SMILES	Cardio protect	CaV13 FRET inh	ABHD5 PLIN5 PPI	MC4R antagonist	N-glyco inh	Granule exo inh	MC4R barr agon	PDI inh	m5-HT2A agonist	ABCB6 inh MLPCN
CCC1CCCCN1C(=O)CSC1=NN2CCCC(=O)N=C2S1 (centres undefined)	4.4	-15.9	2.9	7.1	-1.2	-2.4	-1.9	-3.0	-4.1	98.0
O=C(CSc1nnc(Cc2ccccc2)n1-c1ccc(Cl)cc1)N1CCOCC1	5.1	.	4.0	8.0	-0.4	-8.6	-0.6	-6.4	-2.1	108.0
Cc1ccc(C(=O)N2CCc3cc4c(cc3C2C)OCCCO4)cc1 (centres undefined)	-7.8	-15.1	-6.8	5.0	4.7	-0.4	-2.3	-0.4	8.6	97.0
COc1ccc(CC(N)c2csc(Nc3nccc(C(F)(F)F)n3)n2)cc1 (centres undefined)	2.9	-4.8	-0.9	0.0	0.4	-2.7	0.6	3.4	-2.5	100.0
Cc1ccc2oc(=O)ccc2c1	5.2	.	0.2	7.0	-2.2	2.1	-1.1	.	-2.3	102.0
CC1=Nc2ccc(C)cc2/C1=C/c1c(N)n2oc(C)cc2nc1=O	-3.8&4.0	?	9.0&1.9	12.4&2.3	0.9&-0.8	-13.9&0.1	9.2*!	-6.0&0.5	1.6&-4.7	113.0&120.0
Cc1ccc(NC(=O)N(C2CCCCC2)C(C)c2cccnc2)cc1C (centres undefined)	-0.6	-7.2	-6.0	-3.6	-2.6	0.7	-0.9	-22.0	-2.0	102.0
CC(C)c1ccccc1-n1c(SCC(=O)N2CCc3ccccc3C2)nc2ccccc2c1=O	-23.7	14.7	2.0	14.7	-9.0	13.5	-1.4	-17.8	8.9	91.0
COCCn1cc(C(=O)N2CCN(C)CC2)c2c3ccccc3n(C)c2c1=O	4.4	-3.5	-0.1	2.6	1.9	1.8	-1.7	-0.2	1.2	99.0
Cc1ccc2cccc(Oc3ccc([N+](=O)[O-])cc3[N+](=O)[O-])c2n1	-1.7	-5.7	-2.5	-2.9	2.4	-1.7	0.9	-13.5	-0.1	99.0
O=C(CSc1nnc2c(Cl)cc(C(F)(F)F)cn12)Nc1ccc2c(c1)OCO2	15.9	-5.6	-6.2	10.7	3.2	-0.4	-0.9	-1.4	-1.1	94.0
CN1CCCC(OC(=O)c2cc(Cl)ccc2Cl)C1 (centres undefined)	10.6	-5.3	-0.4	-1.0	-5.2	-1.3	-0.1	-3.2	-6.0	109.0
CN(C)CC(C)(C)CNS(=O)(=O)CC12CCC(CC1=O)C2(C)C (centres undefined)	2.3	-4.1	5.7	0.0	0.9	-0.7	0.7	7.3	-0.1	99.0
Cc1nn(CCC(=O)O)c2nc(-c3cccnc3)cc(C(F)(F)F)c12	-1.8	-6.8	-3.4	1.3	2.1	2.0	3.7	8.7	3.9	105.0
COc1ccc(Cc2nnc(NC(=O)c3ccccc3F)s2)cc1OC	5.5	-4.5	0.4	0.8	-0.1	10.1	0.0	14.1	4.7	92.0
COc1ccccc1C(=O)Nc1ccccn1	-6.6	-8.4	1.6	2.1	-4.3	9.8	0.2	-5.9	-0.2	91.0
O=C(NCCC(=O)N1CCCCC1)c1ccc(Br)cc1	-0.1	.	-3.4	14.6	0.1	-2.4	-2.0	-3.9	-4.2	105.0
COc1ccc(N2C(=O)/C(=C/c3ccc([N+](=O)[O-])cc3)N=C2C)cc1	-9.1	-3.5	3.2	6.3	1.3	0.6	-1.3	-3.6	4.4	127.0
CCn1c(-c2ccccc2)csc1=Nc1ccc(S(=O)(=O)O)cc1	-14.3	-4.5	-1.9	1.6	-1.5	-3.5	-1.5	-37.3	2.3	108.0
Cc1ccc(NC(=O)C(=O)NC2CCCCC2)cc1	-10.1	.	1.2	12.1	1.4	0.9	-3.1	-3.3	6.9	94.0
CC(=O)NCCC(=O)Nc1ccc(C(N)=O)cc1	-1.1	2.8	0.4	7.4	0.5	1.5	-1.5	-2.4	1.1	90.0
CC1(C(=O)NS(=O)(=O)c2cccs2)CCN1C(=O)CC1CC1 (centres undefined)	4.3	-10.6	-0.1	-2.1	2.3	-10.6	0.7	-2.2	3.0	96.0
COc1ccc(-c2nc(NC(=O)C3CCN(c4nc5ccccc5o4)CC3)sc2C)cc1	-12.6	-4.5	0.6	5.9	0.3	1.9	3.5	-2.8	1.5	98.0
CCCNC(=O)C1(C)CCCN(C(=O)c2ccccc2OC(F)(F)F)C1 (centres undefined)	-2.8	-9.7	0.0	12.4	0.8	5.9	0.3	0.2	10.2	104.0
Cc1cc(C)n(-c2ccc(C(=O)NC(C)C)cc2)n1	-0.7	-8.4	3.7	1.6	4.3	1.3	-0.8	4.7	-2.9	100.0
CCOc1ccc(S(=O)(=O)N2CCCC(C(=O)Nc3cc(C)cc(C)c3)C2)cc1 (centres undefined)	9.1	-4.4	3.2	0.3	-1.4	-16.9	-0.1	-0.8	-5.6	97.0
CCOC(=O)c1c(S(=O)(=O)NCC(=O)Nc2cccc(F)c2)c(C)n(C)c1C	-4.1	-11.7	3.7	-0.8	3.2	0.5	2.0	-8.3	-3.4	104.0
O=C(Nc1ccc(F)c(Cl)c1)Nc1nnc([C@H]2C[C@H](O)[C@@H](CO)O2)s1	2.8	-4.8	2.5	5.5	-1.9	5.7	-2.4	-6.0	-1.1	101.0
Cc1cccc(NS(=O)(=O)c2ccc3c(c2)OCCO3)c1	-3.2	-5.2	4.9	3.9	-0.4	2.4	0.4	0.7	-3.5	103.0
CCC(C)CCN1C(N(C)C)=NC[C@@H]1C (some centres undefined)	-3.3	-9.1	4.4	9.4	-0.1	-8.7	-0.6	-3.3	1.0	93.0
O=C(Nc1ccon1)Nc1ccccc1C(F)(F)F	1.9	-8.5	-1.2	7.2	1.4	3.8	-0.3	-3.9	3.5	97.0
CCOC(=O)c1c(C)n(CC)c2c1cc(O)c1ccccc12	-5.7	-20.7	-20.4	-0.7	0.7	-8.6	3.5	0.7	1.7	95.0
COc1ccc(N2C(=O)CCC(C(=O)O)C2c2ccc(OC)c(OC)c2)cc1 (centres undefined)	-1.3	-5.4	-3.2	2.4	3.4	1.1	0.4	3.4	4.0	105.0
COc1cc(C=O)ccc1OCCCOc1ccc([N+](=O)[O-])cc1	-5.2	-13.9	-8.8	-9.7	-3.8	2.0	1.9	6.3	-1.3	104.0
Cc1c(C=NCCOCc2ccccc2)cnn1C	1.2	-4.8	-1.4	-1.4	0.2	-0.1	-1.9	3.6	0.3	102.0
Cc1cc(C)c(S(=O)(=O)NCC2CCC(C(=O)NCc3ccccn3)CC2)c(C)c1 (centres undefined)	-2.0	7.1	-1.0	4.1	1.3	0.8	-1.4	1.0	-0.8	97.0
CCOC(=O)C1(CCCc2ccccc2)CCN(S(C)(=O)=O)CC1	-6.0	-10.0	-1.6	7.0	-4.9	2.1	-1.6	2.4	6.4	101.0
CCc1n[nH]c2c1/C(=N/O)CCC2	6.2	-7.0	-6.2	-8.0	1.0	-1.6	-2.6	1.9	-3.7	94.0
Cc1c(Br)cc(C(=O)N2CCCC2)c(C)c1C	0.0	-3.7	4.9	-2.7	-1.9	0.8	0.5	-6.7	7.1	100.0
O=C(CCCc1ccccc1)NCCCN1CCOCC1	0.0	-3.9	2.9	-0.2	3.4	0.6	-1.3	-1.6	-1.5	88.0
O=C(Nc1ccc2c(c1)OCO2)Nc1ccc2c(c1)OCO2	-13.2	-4.4	4.0	-0.3	-0.9	0.4	-1.7	1.9	4.8	99.0
CCc1nnc(NCn2nc(C)cc2C)s1	3.8	-5.7	0.2	12.7	.	1.5	0.8	-1.6	-2.2	90.0
CCOC(=O)c1ccc(S(=O)(=O)N2CCN(C(=O)c3cc4ccccc4o3)CC2)cc1	-12.0	.	-5.3	-3.9	0.5	-2.9	1.2	8.4	1.7	99.0
COCCN(C(=O)COC(=O)C1=COCCO1)c1c(N)n(Cc2ccccc2)c(=O)[nH]c1=O	8.6	-3.0	5.2	1.5	2.2	-26.0	-3.3	1.1	8.1	100.0
CN(C)c1cccc(C(=O)OC(C(=O)Nc2ccc(Cl)cc2C(F)(F)F)c2ccccc2)c1 (centres undefined)	-4.6	-5.9	-9.8	10.8	-4.9	3.1	-0.5	-6.8	1.5	102.0
COc1ccc(-n2nnnc2CNC(=O)c2ccc3ccccc3c2)cc1	1.0	-17.0	10.7	3.2	-0.1	1.4	-0.6	3.5	-2.7	100.0
Cc1c(NC(=O)COc2ncnc3ccccc23)c(=O)n(-c2ccccc2)n1C	-10.3	.	2.5	14.7	1.5	-0.2	-0.7	0.9	-2.8	99.0
O=C(Cn1ccc([N+](=O)[O-])n1)c1ccccc1	-7.3	0.9	-7.1	10.4	0.4	-2.8	0.2	-3.7	2.5	98.0
O=C(CNC(=O)c1cccs1)NCC(=O)OCc1ccccc1Cl	12.2	-8.9	10.7	8.3	-2.1	-2.1	-2.3	4.8	2.0	101.0
O=C(Cc1cccs1)N1CCN(c2cccc(Cl)c2)CC1	7.8	3.2	3.9	19.5	-1.2	-3.3	2.3	-1.2	-0.7	92.0
The list continues.
SMILES	Cardio protect	CaV13 FRET inh	ABHD5 PLIN5 PPI	MC4R antagonist	N-glyco inh	Granule exo inh	MC4R barr agon	PDI inh	m5-HT2A agonist	ABCB6 inh MLPCN
O=c1cc(CSc2ccccc2)[nH]c2ccccc12	3.0	-8.7	6.0	3.8	-1.7	-9.0	0.0	-5.8	4.4	98.0
Cc1ccc(NC(=S)NC(C)(C)C)c([N+](=O)[O-])c1	0.4	-4.4	-0.2	1.0	1.5	-4.2	-3.3	-0.4	-2.5	99.0
CCOC(=O)N1CCN(C(=O)c2cn(C)c3ccc(S(=O)(=O)N4CCOCC4)cc3c2=O)CC1	-4.5	-2.1	-0.4	4.3	1.7	-1.7	-2.4	-2.7	-1.8	97.0
CC1(C)C/C(=C(/C#N)C(N)=O)CCO1	2.5	.	5.2	5.0	2.2	10.9	-0.6	-2.5	5.9	107.0
COc1cc(OC)c(OC)cc1C#N	4.5	.	0.2	-8.9	1.3	-1.1	0.8	.	0.8	100.0
Cc1ccc2c(CSc3nnc(N)s3)cc(=O)oc2c1	-4.4	.	-4.5	-7.9	1.9	0.2	-2.6	13.8	3.0	100.0
